High-throughput results (PubChem)
TRPML3 ag: human TRPML3 channel agonists, primary screen, cell-based, HEK293 TRPML3-YFP, Fluo-8 calcium fluorescence, 3 µM; AID 1448, 2008; Mucolipin-3 (Homo sapiens), Q8TDD5; 220,000 tested, 0.29% active; activation, % at 3 µM; 100% = the carbachol control signal;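 active = activation above its plate's cutoff, the mean activation of the plate's test wells plus 3 SD, cut at about 12% in these data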;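 note: 0% = DMSO only wells and 100% = carbachol wells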
Target sequence (Q8TDD5 whole entry, looked up): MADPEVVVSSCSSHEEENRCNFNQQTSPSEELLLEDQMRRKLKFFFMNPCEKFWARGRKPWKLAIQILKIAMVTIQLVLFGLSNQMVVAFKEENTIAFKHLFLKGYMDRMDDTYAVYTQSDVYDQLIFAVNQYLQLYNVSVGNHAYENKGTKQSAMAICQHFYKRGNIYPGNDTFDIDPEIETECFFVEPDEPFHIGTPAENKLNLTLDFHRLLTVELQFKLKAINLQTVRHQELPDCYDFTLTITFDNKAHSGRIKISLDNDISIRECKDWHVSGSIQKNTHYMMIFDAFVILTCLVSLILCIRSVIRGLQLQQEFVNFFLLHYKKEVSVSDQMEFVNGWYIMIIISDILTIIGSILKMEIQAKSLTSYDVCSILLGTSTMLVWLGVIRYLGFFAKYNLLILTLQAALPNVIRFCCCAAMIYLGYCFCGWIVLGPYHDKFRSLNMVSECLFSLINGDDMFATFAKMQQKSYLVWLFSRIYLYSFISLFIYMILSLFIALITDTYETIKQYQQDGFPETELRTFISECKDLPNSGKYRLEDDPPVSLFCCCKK
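Material: TRPML3-YFP stable HEK293 cells | Dosing: One concentration, 3 µM nominal, 0.3% DMSO | Timing: 125 s total fluorescence read per well | Technique: Fluo-8 calcium dye fluorescence, ex 470-495, em 515-575 nm | Measure: Percent activation from peak-to-basal fluorescence ratio, scaled between DMSO and carbachol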
Thrombin inh: human alpha-thrombin inhibitors, primary screen, counter-screen for coagulation protease inhibitor project, biochemical, 1536-well, fluorogenic AMC substrate; 220,000 tested, 0.26% active; Prothrombin (Homo sapiens), P00734; inhibition, % at 5 µM; Boc-VPR-AMC fluorogenic substrate cleavage; AID 1046, 2008;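 active = inhibition at or above 40%; inactive = inhibition below 40%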;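 note: 0% = enzyme with no compound and 100% = wells without enzyme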
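Assay system: human alpha-thrombin enzyme. Reagent: Boc-VPR-AMC substrate, 15 µM final. Compound dosing: one concentration per compound, 5 µM, with 0.2% DMSO. Incubation: room-temperature reaction. Technique: AMC fluorescence, 355/460 nm. Measure: % inhibition relative to enzyme controls and enzyme-free blanks.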
TRPN1 ag: zebrafish TRPN1 channel agonists, primary screen, cell-based, HEK293, calcium fluorescence | HEK293 zebrafish TRPN1-YFP, Fluo-8 calcium fluorescence; 100% = response to 87 µM carbachol | 220,000 tested, 0.18% active | AID 1424, 2008 | transient receptor potential cation channel N1 (TRPN1/NompC), Danio rerio | activation, % at 3 µM;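 active = activation above its plate's cutoff, the mean activation of test wells on that plate plus 3 SD, cut at about 19% in these data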;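 note: 0% = DMSO alone and 100% = 87 µM carbachol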
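Material: zebrafish TRPN1-YFP in HEK293 cells; Doses: single test compound dose, 3 µM nominal, 0.3% DMSO; Timing: dye loading 1 h at 37 °C, then 30 min room temperature; Technique: intracellular calcium fluorescence with Fluo-8; Benchmarks: high carbachol 87 µM, low DMSO alone.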
KCC2 mod: KCC2 cotransporter modulators, thallium flux, primary screen, cell-based, HEK293 KCC2, FluoZin-2 fluorescence, MLSMR; B-score of Tl+ flux slope (higher = more flux/activation; lower = inhibition) at 10 µM; KCC2 cells, thallium flux FluoZin-2 fluorescence; AID 1456, 2008; 190,000 tested, 2.2% active; Solute carrier family 12 member 5 (Homo sapiens), Q9H2X9;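 active = thallium flux slope and its plate-corrected score both differing from the plate sample mean at a set confidence after two filtering rounds, in either direction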;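 note: slope of fluorescence scaled to starting intensity during 10 to 20 s after thallium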
Furin inh: human furin inhibitors, primary screen, biochemical, fluorescence intensity. AID 463115, 2010. P09958. inhibition, % at 30 µM. purified furin, fluorogenic substrate cleavage. 220,000 tested, 0.061% active; in the data active = inhibition above about 25%; note: inactives centre near -15
EBV gp42 block: Epstein-Barr virus gp42 inhibitors, primary screen, biochemical, uHTS, fluorescence polarization; AID 1085, 2008; 220,000 tested, 0.42% active; Fluorescence polarization binding assay, mP read-out; inhibition, % (tested at 21.74 µM); in the data active = inhibition above about 50%
Target sequence (Q1HVG2 whole entry, looked up): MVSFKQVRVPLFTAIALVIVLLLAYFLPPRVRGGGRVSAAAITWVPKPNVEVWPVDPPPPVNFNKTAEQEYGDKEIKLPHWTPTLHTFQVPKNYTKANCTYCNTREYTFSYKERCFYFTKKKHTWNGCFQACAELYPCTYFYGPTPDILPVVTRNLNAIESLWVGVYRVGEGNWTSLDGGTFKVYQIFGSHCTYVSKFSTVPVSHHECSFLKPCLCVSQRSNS
Calpain2 inh: inhibitors of pig calpain II, primary screen, biochemical, fluorogenic peptide substrate, 1536-well; purified calpain II, 30 min; inhibition, % at 16 µM; 220,000 tested, 0.37% active;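 active = inhibition above about 50%, limit read from the data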
PPC-1+TRAIL kill: compounds killing PPC-1 cancer cells with TRAIL present, primary screen, TRAIL potentiator project, ATPLite luminescence, uHTS; AID 1443, 2008; PPC-1 cells + TRAIL, ATPLite viability luminescence; 220,000 tested, 0.41% active; cell killing (% activity), % at 4 µM;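 active = cell killing above 50% in the first pass at 4 µM, then a duplicate retest at 5 µM averaging 50% or more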;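 note: plate controls were cells with TRAIL plus DMSO for no effect and medium-only wells lacking cells for full effect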
Tb hexokinase: Trypanosoma brucei hexokinase 1 inhibitors, primary screen, biochemical, G6PDH-coupled NADH absorbance, MLSCN library. hexokinase 1 [Trypanosoma brucei]. 220,000 tested, 0.11% active. recombinant TbHK1, G6PDH-coupled NADH A340. inhibition, % at 10 µM. AID 1430, 2008;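 active = inhibition of 50% or more in the single-dose primary screen; inactive = inhibition below 50%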
Numbers without * were called inactive; x = no result given; [ ] = another dose, or the depositor's remark. The order is random; overall some 3.6% were active at least once.

SMILES	TRPML3 ag	Thrombin inh	TRPN1 ag	KCC2 mod	Furin inh	EBV gp42 block	Calpain2 inh	PPC-1+TRAIL kill	Tb hexokinase
COc1cccc(NC=C2C(=O)OC3(CCCCC3)OC2=O)c1	3.3	-7	2.6	0.14	-8	-5	20	2	-13
COCc1cc(C)nc(SCC(=O)N2CCC(C)CC2)c1C#N	0.2	-8	0.5	0.68	15[20 µM]	-13	10	-3	-2
O=c1[nH]c2cc3c(cc2cc1CN(Cc1cccnc1)Cc1nnnn1Cc1ccco1)OCCO3	0.8	5	3.1	-0.085	5[20 µM]	-14	-98	6	-33
CCOC(=O)CSc1n[nH]c(NC(=O)NC(C)C)n1	1.3	-3	-0.6	x	-31	-6	-15	9	0
COc1ccc(/C=C2\CCCc3c2nc2ccc(C)cc2c3C(=O)O)cc1O	0.9	0	0.1	0.32	14	1	-34	14	-53
CN(CC(=O)Nc1ccc(C(N)=O)cc1)CC(=O)Nc1ccccc1Cl	-0.1	-17	-1.9	-1.1	-4	-6	14	-2	27
Cc1c(NS(=O)(=O)c2ccc3c(c2)CCN3C(=O)C2CC2)c(=O)n(-c2ccccc2)n1C	0.3	4	0.9	x	-18	-2	-17	12	-4
O=C(/C=C/c1ccco1)NC(=S)Nc1ccc(N2CCOCC2)c(Cl)c1	0.5	2	1.0	1.7	-5[20 µM]	1	20	14	-1
COc1ccc(CNC(=O)C2COc3ccccc3O2)cc1 (centres undefined)	-0.3	-7	0.2	-0.47	-12[20 µM]	-9	-15	24	6
COc1ccc(Oc2ccc(-c3ccn[nH]3)cc2)cc1	2.1	4	4.1	0.14	-6	2	20	11	2
COc1ccccc1N(CC(=O)N(c1ccccc1)C(C)C)S(=O)(=O)c1cccs1	-1.0	x	-2.0	-0.98	-23	-8	33	-3	4
CCCc1c(-c2ccc(O)cc2)nn(-c2ccc(O)cc2)c1-c1ccc(O)cc1	x	1	x	-2.5*	-6	-10	9	3	15

Individual results from the list.
Result of `COc1ccc(Oc2ccc(-c3ccn[nH]3)cc2)cc1` under Furin inh: -6
Result of `COc1ccc(CNC(=O)C2COc3ccccc3O2)cc1` (centres undefined) under PPC-1+TRAIL kill: 24
Result of `CCCc1c(-c2ccc(O)cc2)nn(-c2ccc(O)cc2)c1-c1ccc(O)cc1` under EBV gp42 block: -10
Result of `Cc1c(NS(=O)(=O)c2ccc3c(c2)CCN3C(=O)C2CC2)c(=O)n(-c2ccccc2)n1C` under PPC-1+TRAIL kill: 12
Result of `COc1cccc(NC=C2C(=O)OC3(CCCCC3)OC2=O)c1` under Thrombin inh: -7
Result of `COc1ccc(/C=C2\CCCc3c2nc2ccc(C)cc2c3C(=O)O)cc1O` under Thrombin inh: 0

Additional records follow.
SMILES	TRPML3 ag	Thrombin inh	TRPN1 ag	KCC2 mod	Furin inh	EBV gp42 block	Calpain2 inh	PPC-1+TRAIL kill	Tb hexokinase
COc1cccc(NC(=O)c2ccccc2-c2ccccc2)c1	-1.5	1	-2.8	-0.0013	-19	0	12	-2	1
CCCC(=O)Nc1ccc(Cl)c(NC(=S)NC(=O)c2cc3ccccc3o2)c1	-0.2	5	1.6	2.4	-6	-14	52*	7	2
O=C(NCC1CCCO1)c1ccc2c(=O)n(Cc3cccc(Br)c3)c(=S)[nH]c2c1 (centres undefined)	1.0	-6	1.0	2.3	-32	-10	17	12	-14
Cc1ccc(S(=O)(=O)NC(=NC(C)C(=O)O)c2ccccc2)cc1 (centres undefined)	-0.9	0	0.7	-0.0088	-28	0	-1	-20	4
O=C(COC(=O)CC1CC2CCC1C2)Nc1ccc(F)cc1 (centres undefined)	1.2	0	0.9	0.27	-26	0	12	11	2
CC(C)Nc1ncnc2ccc(Br)cc12	1.2	1	4.8	0.0031	2	3	22	24	-5
CSCCCNC(=S)N1CCN(S(=O)(=O)c2cccc(C(F)(F)F)c2)CC1	1.6	-6	1.4	0.18	-13	14	19	-10	3
CCCCCC1=CCC/C1=N\NC(=O)c1ccc2c(c1)OCO2	-1.4	-1	-2.5	-0.79	-27	-3	-3	16	-4
CN(C)S(=O)(=O)c1ccc(NC(=O)c2ccc3ncsc3c2)cc1	1.3	-2	3.9	-0.97	-9	-19	16	2	-8
CCCCCCn1c(SCCC)nc2c1c(=O)[nH]c(=O)n2C	0.4	2	-0.2	-0.77	-12	-18	-8	7	5
Cn1c(Cn2c3ccccc3c3ccccc32)n[nH]c1=S	0.3	0	-0.6	x	-20	-6	-11	7	-13
O=C(CSc1nnc(COc2ccccc2)n1Cc1ccco1)NCc1ccco1	-0.8	4	0.2	-0.94	-21	23	-64	9	10
O=C(COc1ncnc2ccccc12)N1CCN(S(=O)(=O)c2ccccc2)CC1	0.7	-17	-0.6	-0.036	-4	-22	18	42	-1
CC(C)(C)c1ccc(/C=C2\Oc3c(ccc(O)c3CN3CCN(CCO)CC3)C2=O)cc1	1.1	0	3.2	x	3	6	-212	-9	-28
O=C(Cc1cccc2ccccc12)NCCOc1ccccc1F	-0.7	-7	-0.8	-2.1	-17	-17	-16	12	-2
Cc1nnc(SCC(=O)Nc2ccc(Br)cn2)[nH]c1=O	0.1	0	-0.2	-0.42	-20[20 µM]	-21	-17	-4	2
COc1ccccc1CNC(=O)CSC1=NCCS1	0.6	-3	-0.7	0.41	-30	-6	-24	-4	6
CN1CCN(C(=O)CN(Cc2ccc(Cl)cc2)S(C)(=O)=O)CC1	1.6	-14	-0.5	0.17	-23[20 µM]	-6	-9	20	-5
Cc1cc(NC(=O)CN2CCC(C)CC2)no1	0.6	-19	-1.9	-0.03	-18	-13	-1	30	-1
CCCOC(=O)c1ccc(Oc2c(-c3ccc(O)cc3O)n[nH]c2C)cc1	0.2	-1	0.1	x	-8	-14	27	-4	12
CC(/C=C1\SC(=S)N(NC(=O)c2ccncc2)C1=O)=C\c1ccccc1	0.5	-5	1.6	-3	2	3	26	0	-20
CC(=O)c1ccc(-n2c(CCC(=O)O)ccc2-c2cccs2)cc1	0.2	0	0.9	1	-9[20 µM]	10	-22	21	-1
Cc1ccc(CN(C)C(=O)c2ccc3c(c2)NC(=O)CS3)o1	0.0	-4	1.8	0.21	-10	-1	-28	9	-11
CC(=O)c1nnn(-c2ccc(Cl)cc2C#N)c1C	1.1	-1	0.7	0.18	-19	-9	13	18	-6
COCCN1C(=O)C(=O)/C(=C(/O)c2cccc(OC)c2)C1c1ccc(C)o1 (centres undefined)	0.0	4	1.4	-0.69	-3	-22	14	-29	-16
O=C(NNc1cccc(Cl)n1)c1c(F)cccc1F	1.4	7	0.9	0.5	-18	-8	-5	6	-1
CC(=O)Nc1ccc(/C(C)=N/NC(=O)C2CC2c2ccccc2)cc1 (centres undefined)	0.6	1	0.2	-0.84	-22	-8	-2	-1	4
CCOC(=O)c1nc(C)n(-c2cc(Cl)ccc2Cl)n1	-1.1	-15	1.9	0.99	-11[20 µM]	-19	17	6	-1
CCOP(=O)(OCC)/C(C#N)=C/c1cc(OC)ccc1OC	0.1	-9	-0.3	-0.78	-16	-39	-51	0	-15
CCCCSc1nnc([C@H](C)NC(=O)OC(C)(C)C)o1	0.3	-10	1.5	0.23	-21[20 µM]	3	33	8	6
CC(C)C(NC(=O)c1ccc2c(c1)OCO2)C(=O)N/N=C\c1ccco1 (centres undefined)	0.4	-5	-0.7	1.1	3[20 µM]	-38	3	0	-9
COc1ccccc1N1CCN(C2=CC(=O)CCC2)CC1	0.5	7	1.5	0.8	-7	-10	-4	8	4
CCN(CC)C(=O)CN(c1cc(Cl)ccc1OC)S(C)(=O)=O	1.0	6	1.0	0.56	-33[20 µM]	-10	-3	17	-1
COc1nc(N2CCOCC2)nc(C)c1[N+](=O)[O-]	-0.1	1	0.9	0.69	7	-12	10	24	19
Cc1cccc(Cn2cnc3c(nnn3Cc3ccc(Cl)cc3)c2=O)c1	-0.4	5	0.1	x	-13	-3	18	-5	-1
Cc1nc2ncnn2c(C)c1CCC(=O)Nc1csc(N)n1	0.4	-1	0.2	0.22	4[20 µM]	-17	-15	8	-7

Rewritten in CSV form: entries from further up
Structure,TRPML3 ag,Thrombin inh,TRPN1 ag,KCC2 mod,Furin inh,EBV gp42 block,Calpain2 inh,PPC-1+TRAIL kill,Tb hexokinase
Cc1nc2ncnn2c(C)c1CCC(=O)Nc1csc(N)n1,0.4,-1,0.2,0.22,4[20 µM],-17,-15,8,-7
COc1nc(N2CCOCC2)nc(C)c1[N+](=O)[O-],-0.1,1,0.9,0.69,7,-12,10,24,19
COc1ccccc1N1CCN(C2=CC(=O)CCC2)CC1,0.5,7,1.5,0.8,-7,-10,-4,8,4
CC(C)C(NC(=O)c1ccc2c(c1)OCO2)C(=O)N/N=C\c1ccco1 (centres undefined),0.4,-5,-0.7,1.1,3[20 µM],-38,3,0,-9

(more compounds)
SMILES	TRPML3 ag	Thrombin inh	TRPN1 ag	KCC2 mod	Furin inh	EBV gp42 block	Calpain2 inh	PPC-1+TRAIL kill	Tb hexokinase
Cn1ncc(Cl)c(Oc2ccc(C(C)(C)C)cc2)c1=O	-0.1	-1	-2.5	0.018	-19	-3	-2	18	17
CCCCN1C(=S)NC[C@@H]1Cc1ccc(O)cc1	x	1	x	0.34	-16	-13	13	-3	-5
CSCCC(NC(=O)c1ccoc1C)C(=O)O (centres undefined)	1.2	-8	-0.2	-0.057	-21[20 µM]	-4	-9	11	-6
COc1cccc(C2=N/C(=C\N(C)C)C(=O)O2)c1	0.0	-7	0.0	-0.054	-19	-4	6	3	-60
OCCN=C(c1ccccc1)C12CN3CN(CN(C3)C1)C2	0.2	3	1.3	0.27	-6	6	3	12	-4
Cc1cc(OCc2nc3ccccc3s2)ccc1N	0.7	-3	2.3	-0.9	-16	-6	17	18	-1
Cc1ccc(OCC(=O)N/N=C\c2cn(Cc3ccccc3)c3ccccc23)cc1C	1.1	-11	0.4	-0.38	-16	-5	-1	5	-6
